Source: PubChem BioAssay
FAS TE block: FAS thioesterase domain inhibitors, primary screen, biochemical, fluorescence intensity, uHTS; hit rate 0.67% among 360,000; recombinant FAS-TE, OMFH fluorogenic substrate, fluorescence endpoint; AID 602261, 2012; Fatty acid synthase (Homo sapiens), P49327; inhibition, % at 15 µM;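 active means compounds whose normalised, plate-corrected inhibition of enzyme fluorescence in the single-dose primary screen is 50% or more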;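 further: 0% = DMSO with enzyme and 100% = substrate without enzyme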
PABP1 MLLE inh: inhibitors of PABP1 MLLE–PAM2 peptide binding, primary screen, biochemical, fluorescence polarization, FITC-PAM2, GST-MLLE | Polyadenylate-binding protein 1 (Homo sapiens), P11940 | inhibition, % at 20 µM | hit rate 0.36% among 360,000; in the data active means inhibition above about 35%, passing the limit was not always enough;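 further: plate controls were DMSO wells with GST-MLLE for no effect and wells lacking GST-MLLE protein for full effect; some results filed as inactive read as strong as hits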
Target sequence (P11940 whole entry, looked up): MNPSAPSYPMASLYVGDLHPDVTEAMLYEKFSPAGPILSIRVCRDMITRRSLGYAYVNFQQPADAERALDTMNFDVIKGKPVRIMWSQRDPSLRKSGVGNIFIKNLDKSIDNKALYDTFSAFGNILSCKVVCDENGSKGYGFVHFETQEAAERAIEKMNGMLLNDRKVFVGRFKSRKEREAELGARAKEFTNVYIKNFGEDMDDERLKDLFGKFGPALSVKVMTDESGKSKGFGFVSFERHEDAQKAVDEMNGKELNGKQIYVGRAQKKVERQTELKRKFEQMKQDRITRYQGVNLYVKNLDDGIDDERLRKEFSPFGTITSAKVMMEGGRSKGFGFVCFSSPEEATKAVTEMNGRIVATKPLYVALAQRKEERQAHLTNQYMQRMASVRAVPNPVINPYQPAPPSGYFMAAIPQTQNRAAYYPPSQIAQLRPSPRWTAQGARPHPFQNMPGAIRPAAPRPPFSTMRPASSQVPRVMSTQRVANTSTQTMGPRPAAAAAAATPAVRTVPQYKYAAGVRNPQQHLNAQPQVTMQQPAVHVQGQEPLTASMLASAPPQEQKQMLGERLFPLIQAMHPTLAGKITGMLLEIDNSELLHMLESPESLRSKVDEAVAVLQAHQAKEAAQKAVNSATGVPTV
Neddylation inh: inhibitors of cullin neddylation, primary screen, biochemical, TR-FRET, uHTS, NAE and Ubc12; NEDD8-conjugating enzyme Ubc12 (Homo sapiens) + NEDD8-activating enzyme E1 regulatory …; calls only at 25 µM; hit rate 0.58% among 360,000; in the data active means inhibition above about 36%
MT1-MMP act inh: blockers of MT1-MMP proenzyme processing, primary screen, HT1080 RFP-PRO-GFP cells, GFP/RFP fluorescence | hit rate 0.061% among 360,000 | GFP/RFP ratio change, % at 20 µM | GFP/RFP ratio fluorescence, overnight; percent of plate control window, DMSO zero | AID 651647, 2012 | Matrix metalloproteinase-14 (Homo sapiens), P50281;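 active means GFP/RFP ratio change of at least 30% with cell ATP level not reduced by more than half and red fluorescence within 50% of control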; further: strong numbers were not always called active
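Assay system – RFP-PRO-GFP reporter HT1080 cells · Compound dosing – single dose of 20 µM compound, 1% DMSO final · Incubation – overnight compound exposure at 37 °C · Measure – GFP/RFP fluorescence ratio · Benchmarks – DMSO wells and RFP-L50D-GFP cells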
bovine MsrA act: bovine MsrA enzyme activators, primary screen, biochemical, absorbance, HTS; Methionine sulfoxide reductase A (Bos taurus); purified bovine MsrA, absorbance read-out; activation, % at 10.6 µM; hit rate 0.3% among 360,000; in the data active means activation above about 7.5%;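 further: 0% = vehicle and 100% = reference activator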
Rin1-Abl PPI inh: inhibitors of Rin1-Abl protein binding, primary screen, biochemical, TR-FRET. Tyrosine-protein kinase ABL1 (Homo sapiens) + Ras and Rab interactor 1 (Homo sapiens), …. inhibition, % at 7.35 µM. hit rate 0.4% among 360,000; in the data active means inhibition above about 5%, passing the limit was not always enough
CendR NRP1 mod: modulators of CendR peptide binding to NRP-1, primary screen, biochemical, fluorescence polarization, uHTS; Neuropilin-1 (Homo sapiens), O14786; FAM-RPARPAR peptide binding to NRP-1; inhibition, % at 25 µM; hit rate 0.85% among 360,000; AID 602438, 2012;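 active means inhibition or corrected inhibition above about 18%, plus a signal ratio from 0.5 to 1.5, limit read from the data, passing the limit was not always enough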; further: strong numbers were not always called active
E coli Lon inh: inhibitors of E. coli Lon protease, primary screen, biochemical, fluorescence polarization; inhibition, % at 7.94 µM; P0A9M0; purified E. coli Lon protease; hit rate 0.42% among 360,000; in the data active means inhibition above about 13%, passing the limit was not always enough;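 further: 0% = enzyme with probe and DMSO and 100% = no enzyme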
SKN-1 block: suppressors of acrylamide-induced Pgst-4::GFP reporter in worms, primary screen, SKN-1 inhibitor project, whole organism, uHTS, GFP/RFP fluorescence ratio, strain VP596; hit rate 0.49% among 360,000; C. elegans VP596 Pgst-4::GFP/RFP ratio, 24 h; inhibition, % at 21.8 µM;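 active means interference check ratio from 0.5 to 1.5 plus GFP to RFP signal ratio inhibition reaching or exceeding a fixed threshold, cut at about 30% in these data, passing the limit was not always enough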; further: some compounds called inactive have numbers as strong as hits
An asterisk follows results filed as active; i = inactive; / = no result given; + = active, no number. Random draw from the library; 4% or so of the library scored in one or more.

SMILES | FAS TE block | PABP1 MLLE inh | Neddylation inh | MT1-MMP act inh | bovine MsrA act | Rin1-Abl PPI inh | CendR NRP1 mod | E coli Lon inh | SKN-1 block
COc1ccc(OC)c(S(=O)(=O)Nc2ccc(Oc3ccccc3)cc2)c1 | 26 | 0 | i | -2 | 0 | 2 | 3 | -2 | 0
CSCCOC(=O)c1[nH]c2c(c1C)C(=O)CC(c1ccco1)C2 (centres undefined) | -3 | -8 | i | 1 | -4 | 1 | -61 | -11 | 7
O=C1OC[C@@H]2CCCN2C(=O)[C@@H](CC(=O)N(CCO)Cc2ccccc2)C/C=C\CC[C@H]1Cc1ccc(F)cc1 | 3 | -4 | i | -1 | 2 | 4 | -1 | -7 | -17
O=C1S/C(=C\c2ccc(O)c([N+](=O)[O-])c2)C(=O)N1Cc1cccc([N+](=O)[O-])c1 | 78* | 9 | i | 6 | -14 | 7 | -3 | 2 | -3
C=CCn1c(N(C)C)nc2c1c(=O)[nH]c(=O)n2C | -9 | -7 | i | 2 | 0 | 0 | -4 | -1 | -1
Cc1nc(N2CCC(C)CC2)c2nnn(Cc3ccccc3)c2n1 | 11 | -6 | i | 2 | 0 | -3 | 1 | 11 | 10
CCn1c2ccccc2c2cc(NC(=O)C3CCN(S(=O)(=O)c4cccs4)CC3)ccc21 | 66* | 2 | i | 7 | 0 | -2 | 1 | -6 | 2
CNc1nnc(-c2ccc(N(C)C)cc2)s1 | -5 | -10 | / | 6 | -4 | -3 | 1 | -2 | 5
CCCCn1c2c(c(=O)n(C)c1=O)C(c1ccc(OC)cc1)N1CCCCCC1=N2 (centres undefined) | 10 | 0 | / | 1 | -10 | 1 | -9 | 6 | -4
Cc1ccc(-c2nnn(CC(=O)N(CCO)C(C(=O)NC3CCCCC3)c3ccncc3)n2)o1 (centres undefined) | -5 | 2 | i | 1 | -6 | 2 | -5 | -3 | -1

Four of the compounds above, with values under each structure:
Sequence of screens: FAS TE block | PABP1 MLLE inh | Neddylation inh | MT1-MMP act inh | bovine MsrA act | Rin1-Abl PPI inh | CendR NRP1 mod | E coli Lon inh | SKN-1 block
O=C1S/C(=C\c2ccc(O)c([N+](=O)[O-])c2)C(=O)N1Cc1cccc([N+](=O)[O-])c1
 : 78* | 9 | i | 6 | -14 | 7 | -3 | 2 | -3
CCn1c2ccccc2c2cc(NC(=O)C3CCN(S(=O)(=O)c4cccs4)CC3)ccc21
 : 66* | 2 | i | 7 | 0 | -2 | 1 | -6 | 2
COc1ccc(OC)c(S(=O)(=O)Nc2ccc(Oc3ccccc3)cc2)c1
 : 26 | 0 | i | -2 | 0 | 2 | 3 | -2 | 0
Cc1ccc(-c2nnn(CC(=O)N(CCO)C(C(=O)NC3CCCCC3)c3ccncc3)n2)o1 (centres undefined)
 : -5 | 2 | i | 1 | -6 | 2 | -5 | -3 | -1

(cont.)
SMILES | FAS TE block | PABP1 MLLE inh | Neddylation inh | MT1-MMP act inh | bovine MsrA act | Rin1-Abl PPI inh | CendR NRP1 mod | E coli Lon inh | SKN-1 block
Cc1nc(-c2ccc(S(=O)(=O)Nc3cccc(S(N)(=O)=O)c3)s2)cs1 | -8 | 3 | i | 3 | -5 | 1 | -9 | 8 | -7
CCC(C(=O)Nc1cccnc1)c1ccccc1 (centres undefined) | -5 | 4 | i | -2 | -1 | -3 | 3 | -3 | -3
O=C(CN(c1ccccc1)S(=O)(=O)c1ccc(F)cc1)NC1CCS(=O)(=O)C1 (centres undefined) | -4 | 13 | i | 2 | 0 | -4 | 9 | 0 | -9
C[C@H](CO)N1C[C@H](C)[C@H](CN(C)Cc2ccncc2)OCc2ccccc2-c2c(n(C)c3ccccc23)C1=O | 0 | 15 | i | -3 | -3 | -2 | 4 | -1 | 18
COc1ccc(Cc2noc(-c3ccc(OC)c(OC)c3)n2)cc1OC | 2 | 3 | i | 8 | -10 | 2 | 0 | 3 | -11
CCCC(=O)Nc1ccc(C(=O)N/N=C/c2ccc[nH]2)cc1 | -4 | -26 | i | -44 | -4 | -2 | -11 | -13 | 1
CSc1ccc(OC2(C)CCN(Cc3ccc(-c4ccccn4)cc3)C2)cc1 (centres undefined) | 19 | 17 | i | 2 | -1 | -1 | 8 | 0 | 15
CC(C)(C)NC(=O)Cn1c(SCC(=O)NCc2cccs2)nc2ccccc21 | -3 | -7 | i | 4 | -3 | 2 | 2 | -4 | 6
Cc1cc(C(=O)Cn2ncc(Cl)c(Cl)c2=O)c(C)n1CC(F)(F)F | 1 | -50 | i | -8 | -9 | -2 | -6 | 5 | 4
COc1ccc(CCNC(=O)C2CC(c3cc(C(F)(F)F)cc(C(F)(F)F)c3)=NO2)cc1 (centres undefined) | 21 | 9 | i | 2 | 0 | 3 | -8 | -10 | 4
Cc1occc1C(=O)Nc1cc(C(C)(C)C)on1 | -3 | 10 | i | -3 | 4 | 2 | -5 | 5 | 12
COC(=O)c1cc(C(=O)OCC(=O)N2CCCCC2)cc([N+](=O)[O-])c1 | 13 | 13 | i | 2 | -5 | 3 | 10 | -4 | 4
O=C(c1cnsn1)N1CCN(c2ccccc2)CC1 | -7 | 1 | i | -3 | -7 | 2 | -6 | -5 | -14
CN1CCC(C2(O)c3ccccc3CSc3sccc32)CC1 (centres undefined) | -4 | -5 | i | -19 | -2 | 2 | -1 | -8 | 26
CC1CCCC(C)N1C(=O)CSCc1ccc(Cl)cc1 (centres undefined) | 6 | 26 | i | -1 | -13 | -2 | -13 | 10 | -16
COc1ccc(NC(=O)CN(C)CC(=O)N2CCCCCC2)cc1 | -7 | -11 | i | -2 | -7 | 1 | 8 | 3 | -16
COCCN(C(=O)c1ccco1)c1nc(-c2ccc(OC)cc2)cs1 | 15 | 5 | i | 1 | -1 | -3 | 13 | -1 | 15
O=C(NCc1ccco1)c1ccc(S(=O)(=O)N2CCCCCC2)cc1 | 5 | 0 | i | -5 | -3 | -1 | -8 | -3 | 4
NS(=O)(=O)c1ccc(NC2(C(=O)O)CCCC2)cc1 | -3 | 3 | i | -2 | -1 | -2 | -8 | -55 | 18
C=CCNC(=O)/C(C#N)=C/c1c(N2CCCCCC2)nc2ccccn2c1=O | 0 | -24 | + | -4 | -1 | -6 | 3 | 2 | 12
O=c1c2ccccc2cnn1Cc1n[nH]c(=S)n1-c1ccc(Cl)cc1 | -10 | -21 | i | 1 | 2 | 1 | -8 | 8 | 4
COc1cccc(C(=O)NC2CCN(C(=O)N3c4ccccc4Sc4ccccc43)CC2)c1 | 29 | -7 | i | -1 | -2 | -2 | -5 | -4 | 22
CC(C)(C)c1cc(CNC2CS(=O)(=O)C[C@@H]2O)cc(C(C)(C)C)c1O (some centres undefined) | -7 | -18 | i | -2 | -8 | 1 | 8 | -7 | 10
COCCn1c(=O)[nH]c2cc(C(=O)NCCCN3CCN(c4ccc(F)cc4)CC3)ccc2c1=O | -11 | 1 | i | 3 | -9 | 1 | 4 | 6 | 8
O=C(OCc1nc2ccccc2s1)c1ccc(Br)s1 | 24 | -3 | i | -2 | -2 | 0 | -14 | -6 | 19
Cc1ccc(C)c(OCc2nnc(N)s2)c1 | -14 | -27 | i | 2 | -15 | 1 | 17 | 0 | -19
CC1(C)CC(NC(=O)c2cccc(S(=O)(=O)N(Cc3ccccc3)c3ccccc3)c2)CC(C)(C)N1 | -6 | 10 | i | -3 | 0 | -2 | 10 | 2 | 9
CC[C@]12C(=O)N(C)C[C@H]([C@@H]3C(=O)N(C)C(=O)[C@@H]31)N2C(=O)c1ccc(Cl)c(Cl)c1 | -8 | 7 | i | 0 | -2 | -1 | -6 | 5 | -9
Cc1sc2ncnc(N3CCC(C(=O)N(C)CC(=O)Nc4ccccc4Cl)CC3)c2c1C | -2 | -10 | i | -3 | -10 | 0 | 3 | -8 | -8
Nc1ccc(N=Nc2ccccc2)cc1[N+](=O)[O-] | 18 | 14 | i | 6 | -2 | -3 | 23* | 8 | 57*
C(=N\n1cnnc1)/c1ccc2c(c1)OCCO2 | 0 | -13 | i | 0 | -8 | -3 | -5 | -8 | 13
CCCCNC(=O)C(NC(=O)c1ccc(C)cc1)C(=O)c1ccccc1 (centres undefined) | / | / | i | 0 | / | / | 16 | / | 11
O=C(CCSc1nnc(-c2ccncc2)o1)Nc1ccc(F)cc1 | -5 | 4 | i | 3 | -6 | 3 | 16 | -2 | -11
CCOc1ccccc1C(C(=O)NC1CCCC1)N(C(=O)c1csnn1)C1CC1 (centres undefined) | -5 | 18 | i | 3 | -2 | 4 | 14 | 0 | 4
CS(=O)(=O)N1CCN(c2ccccc2NC(=O)c2cccc3ccccc23)CC1 | 12 | -4 | i | 1 | -5 | 1 | 0 | 4 | 10
COc1ccc(C2CC(c3ccc(Cl)cc3Cl)Nc3nc(N)nn32)cc1OC (centres undefined) | -3 | 10 | i | 1 | 0 | -1 | 4 | -13 | 3
CCCCOc1ccc(C(=O)NCC(=O)NC2CCN(Cc3ccccc3)CC2)cc1 | -4 | 5 | i | 0 | -2 | -3 | 19 | -3 | 6
CC(=O)c1cccc(NC(=O)NCc2ccccn2)c1 | -5 | 0 | i | 3 | -15 | -1 | 6 | -4 | 3
CCn1c(CNc2ccc(Cl)cc2)nnc1SCc1ccc(C)cc1 | 13 | -36 | i | -1 | -4 | -4 | 7 | 4 | 17
O=C1C2CC=CCC2C(=O)N1Cc1nnc(-c2ccccc2Br)o1 (centres undefined) | -1 | -11 | i | -6 | -3 | -3 | -6 | -10 | -1
CCCS(=O)(=O)c1nnnn1-c1cccc(OC)c1 | 24 | 0 | i | 1 | -2 | -1 | -11 | -2 | 8
COc1ccccc1C(=O)NCC(=O)OC(C)C(=O)NC(=O)NC1CCCCC1 (centres undefined) | -7 | 9 | i | -1 | -8 | 1 | 2 | 2 | 5
OCCN1CCN(C2Cc3cc(Cl)ccc3Sc3ccc(Cl)cc32)CC1 (centres undefined) (tested in a mixture with another compound) | 12 | -5 | i | -11 | -2 | 0 | 4 | 3 | -11
CC(C)CCOc1ccccc1C(N)=O | -4 | 18 | i | 1 | -1 | -1 | -4 | 7 | 6
CC(C)Oc1ccc(CCC(=O)NNC(=S)NCc2ccccc2)cc1 | -6 | -6 | i | 5 | -4 | 1 | 37* | -6 | -11
CCC1(c2ccccc2)NC(=O)N(CC(=O)Nc2ccccc2N2CCCCC2)C1=O (centres undefined) | 16 | -16 | i | 1 | -2 | 4 | -4 | 1 | 15
O=C(Cn1nnc(-c2ccccc2)n1)c1ccccc1 | 6 | -14 | i | -1 | -1 | 2 | 3 | -15 | 9
COc1ccc(CC(=O)N(C)CC(=O)Nc2c(C)cccc2C)cc1S(=O)(=O)N1CCOCC1 | -4 | 4 | i | 9 | -8 | 3 | 2 | 12 | -10
Cc1ccc(OCC(=O)Nn2c(C)nc3ccccc3c2=O)c(C(C)C)c1 | 0 | -13 | i | 2 | 8.2* | -1 | -8 | -6 | -3
Clc1ccc(C[n+]2cc(-c3ccccc3)n3c2CCCCC3)c(Cl)c1 | 1 | 6 | i | -21 | 0 | 1 | -6 | 4 | -18
CN(C)c1ccc(-c2nc3ccccc3c(=O)[nH]2)cc1 | -7 | -41 | + | -4 | -14 | -6 | -11 | -7 | -4
C/C(Cn1cnc([N+](=O)[O-])n1)=N\NC(=O)c1ccccc1 | -6 | 0 | i | 2 | 5 | 1 | 16 | -3 | 0
